Screens (PubChem)
uPA surface inh: qHTS for Inhibitors of Cell Surface uPA Generation | cell surface uPA generation assay, qHTS | Potency, µM (doses to about 38.3 µM), inactives show top-dose activity change, negative = inhibition, actives largely listed as inhibitors | 0.31% of 330,000 active | AID 540303, 2011; active = well fitted inhibition curve with a large enough effect; inconclusive = small, poorly fitted or top-dose-only effect; inactive = no such curve, though single readings can be large or run the other way; tested in mouse RAW 264.7 cells; also: % is scaled to controls: 0 for no effect and ±100 for the full control effect; nearly all actives have a fitted effect of over 55% in size
RORgamma inh: qHTS for inhibitors of ROR gamma transcriptional activity | Nuclear receptor ROR-gamma (Mus musculus), P51450 | Drosophila S2 Gal4-RORgamma UAS-luciferase reporter, 20 h | Potency, µM (highest dose often 53.6 µM), inactives show top-dose activity change, negative = inhibition, actives largely listed as inhibitors | 5.4% of 310,000 active | AID 2551, 2010; also: % is scaled to controls: 0 for no effect and ±100 for the full control effect; nearly all actives have a fitted effect of over 60% in size
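Stably transfected Drosophila Schneider cells are the test system, with ROR gamma fused to Gal4 and luciferase under UAS control; luminescence is read after 20 hr of 700 uM copper sulfate induction at ambient temperature.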
Rab9 promoter act: qHTS Assay for Rab9 Promoter Activators. 2.8% of 320,000 active. Huh7 Rab9 promoter-luciferase reporter, luminescence, 24 h. AID 485297, 2010. Potency, µM (top dose mostly 9.22 µM), for inactives: at the top dose activation, negative = inhibition, hits mostly activators; also: % of control where 0% means no effect; nearly all actives have a fitted effect of over 60% in size
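Rab9 promoter-driven luciferase in stably transfected Huh7 cells; 1500 cells/well rested 2 h, exposed to compound in DMSO for 24 h at 37 °C, 5% CO2. Luminescence read 10 min after adding luciferase reagent at ambient temperature.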
ELG1 genotoxic: qHTS screen for small molecules that induce genotoxicity in human embryonic kidney (HEK293T) cells expressing luciferase-tagged ELG1; 1.3% of 330,000 active; HEK293T ELG1-luciferase reporter, luminescence, 16 h; Potency, µM (titrated, usually from 46 µM), without a hit: top-dose activity change, positive = activation, usual class: activators; also: % of control where 0% means no effect; nearly all actives have a fitted effect of over 60% in size
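HEK293T cells expressing luciferase-tagged ELG1 were treated with compound or DMSO for 16 hr at 37°C. Luciferase activity was then read after 30 min with ONE-Glo at room temperature; rising signal flags genetic stress.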
Gal4-VP16 FLuc: VP16 counterscreen qHTS for inhibitors of ROR gamma transcriptional activity | Drosophila S2 Gal4-VP16 UAS-luciferase, luminescence, 20 h | Potency, µM (series often up to 53.6 µM), for the others: at the highest dose activity, negative = inhibition, usual class: inhibitors | 3.5% of 310,000 active | AID 2546, 2010;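 also: Gal4-VP16 expression switched on by copper sulfate through the metallothionein promoter; % is scaled to controls: 0 for no effect and ±100 for the full control effect; nearly all actives have a fitted effect of over 50% in size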
MBNL1 CUG block: qHTS Assay for Inhibitors of MBNL1-poly(CUG) RNA binding; Potency, µM (doses to about 57.5 µM), for inactives: at the highest dose activity change, negative = inhibition, most hits filed as inhibitors; TR-FRET MBNL1-His/biotin-(CUG)12 binding, 665/545 ratio; AID 2675, 2010; Muscleblind-like protein 1 (Homo sapiens), Q9NR56; 0.036% of 280,000 active; active = well fitted inhibition curve with a large enough effect in the signal ratio, with a control signal flat, not every such curve was filed as active; inconclusive = small, poorly fitted or top-dose-only effect, or effect the other way, or a change in a side signal; inactive = no such curve, though single readings can be large or run the other way; the % refers to the signal ratio; also: % is scaled to controls: 0 for no effect and ±100 for the full control effect
Target sequence (Q9NR56 whole entry, looked up): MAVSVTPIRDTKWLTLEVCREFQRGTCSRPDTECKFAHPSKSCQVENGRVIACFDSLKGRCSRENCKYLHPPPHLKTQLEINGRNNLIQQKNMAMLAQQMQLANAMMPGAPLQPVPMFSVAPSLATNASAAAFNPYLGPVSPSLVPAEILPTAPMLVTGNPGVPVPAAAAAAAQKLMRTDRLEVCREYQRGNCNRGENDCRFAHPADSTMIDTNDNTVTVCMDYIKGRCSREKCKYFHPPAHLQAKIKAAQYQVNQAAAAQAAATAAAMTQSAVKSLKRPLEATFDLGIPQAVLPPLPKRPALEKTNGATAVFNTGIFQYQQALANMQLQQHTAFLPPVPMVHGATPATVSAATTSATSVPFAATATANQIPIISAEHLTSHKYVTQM
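Inhibition of protein-RNA binding appears as loss of TR-FRET between terbium anti-His antibody on MBNL1-His and streptavidin-XL665 on biotin-(CUG)12. Activity is normalized to buffer-only and uninhibited-complex controls.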
FLuc modulator: qHTS profiling assay for firefly luciferase inhibitor/activator using purifed enzyme and Km concentrations of substrates (counterscreen for miR-21 project); Luciferin 4-monooxygenase (Photinus pyralis), P08659; purified FLuc, Km substrates, luminescence inhibition; Potency, µM (highest dose often 57.5 µM), for the others: at the top dose activity change, negative = inhibition, hits mostly inhibitors; 6.9% of 360,000 active;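 also: plate controls were vehicle for no effect and reference inhibitor for full effect; nearly all actives have a fitted effect of over 55% in size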
Target sequence (P08659 whole entry, looked up): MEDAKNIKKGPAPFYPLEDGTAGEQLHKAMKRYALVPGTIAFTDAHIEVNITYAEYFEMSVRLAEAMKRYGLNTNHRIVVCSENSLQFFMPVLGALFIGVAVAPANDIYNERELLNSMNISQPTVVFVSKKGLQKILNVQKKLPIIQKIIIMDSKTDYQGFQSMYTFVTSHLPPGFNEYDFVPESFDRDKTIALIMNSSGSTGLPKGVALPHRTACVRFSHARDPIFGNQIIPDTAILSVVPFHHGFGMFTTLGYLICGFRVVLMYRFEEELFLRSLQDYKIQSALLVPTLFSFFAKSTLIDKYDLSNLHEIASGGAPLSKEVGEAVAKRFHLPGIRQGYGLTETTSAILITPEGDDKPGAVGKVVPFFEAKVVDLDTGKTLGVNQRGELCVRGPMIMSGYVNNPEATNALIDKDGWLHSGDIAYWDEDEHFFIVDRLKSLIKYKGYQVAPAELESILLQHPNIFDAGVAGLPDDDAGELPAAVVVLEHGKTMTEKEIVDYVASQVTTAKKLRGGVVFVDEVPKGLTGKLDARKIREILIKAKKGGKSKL
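Biochemical qHTS of compounds, final roughly 60 µM downward over six points, against 10 nM purified firefly luciferase using Km concentrations of substrates (10 uM D-luciferin, 10 uM ATP) in Tris acetate pH 7.5 buffer; luminescence output.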
NPC1 prom act: qHTS Assay for NPC1 Promoter Activators. AID 485313, 2010. Potency, µM (highest dose often 9.22 µM), for inactives: top-dose activation, usual class: activators. Huh7 NPC1 promoter luciferase reporter, 24 h. 2.4% of 320,000 active;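 also: % of control where 0% means no effect; nearly all actives have a fitted effect of over 60% in size; reporter is driven by a mutant NPC1 promoter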
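Luminescence from an NPC1 promoter-driven luciferase reporter in stably transfected Huh7 cells was measured after 24 h compound treatment at 37 °C, followed by 10 min ambient incubation with luciferase detection reagent.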
p53 reactivator: qHTS assay for re-activators of p53 using a Luc reporter; Potency, µM (series often up to 92.2 µM), without a hit: at the highest dose activity change, positive = activation, usual class: activators; AID 504706, 2011; 0.063% of 320,000 active; H1299 p53-A138V BP100-luciferase reporter, luminescence, 24 h; also: % of control where 0% means no effect; nearly all actives have a fitted effect of over 45% in size
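p53-null H1299 cells stably carrying temperature-sensitive p53-A138V and a BP100-luciferase reporter were pinned with compounds (4-point, 1:5 series) and held 24 hrs at 37 deg C. Luminescence was read 10 min after detection reagent.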
BRCA1 expr act: qHTS Assay to Identify Small Molecule Activators of BRCA1 Expression; 1.1% of 380,000 active; MCF7-BRCA1-FFLuc reporter, luminescence, 48 h; response scale: scaled: vehicle 0%, 10 µM genistein 100%; AID 624202, 2012; Potency, µM (doses to about 46.1 µM), inactives show top-dose activation, actives largely listed as activators; also: nearly all actives have a fitted effect of over 80% in size; some results filed as inactive show a strong effect at the top dose
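MCF7 cells carrying a BRCA1-firefly luciferase reporter (2000 cells/well, phenol-red free MEM) were attached for 2 h at 37 °C, then given compounds for 48 h. Luminescence was read 15 min after luciferase reagent; activity normalized to genistein (10 microM) and DMSO.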
The depositor's hits bear a star; ? = inconclusive; . = no result given; [ ] = another dose, or the depositor's remark. Unless noted, calls follow the shape of the dose curve; as a rule, active = well fitted curve in the direction sought with a large enough effect; inconclusive = small, poorly fitted or top-dose-only effect, or another doubt; inactive = no such curve, though single readings can be large; an effect the other way counts as inactive or inconclusive. Potency is read from the fitted curve at half-maximal effect. This is a random part of the collection. Share with any hit: about 13%.

SMILES | uPA surface inh | RORgamma inh | Rab9 promoter act | ELG1 genotoxic | Gal4-VP16 FLuc | MBNL1 CUG block | FLuc modulator | NPC1 prom act | p53 reactivator | BRCA1 expr act
CC(=O)Nc1nonc1-c1nc2ccccc2n1CCC#N | -9% | -1% | -7% | 0% | -11% | 7% | 2% | 2% | -1% | -26%
Cn1c(=O)c(N)c2c3c(c(Br)ccc31)C(=O)c1ccccc1-2 | -25% | -19% | -2% | -4% | -5% | . | -2% | 2% | -4% | 73%
COc1ccc(N2CCN(CC(=O)NC(C)c3ccccc3)CC2)cc1 (stereo not given) | -2% | 28% | 2% | -3% | -14% | -3% | -1% | -8% | 17% | 8%
Cc1ccccc1NC(=O)CSC1=C(C#N)C(c2ccsc2)CC(=O)N1 (stereo not given) | -14% | 12% | 20% | 13% | 19% | -6% | 0% | 15% | 10% | 11%
COc1ccc(C(=O)Nc2ccc(CN3CCCCC3)cc2)cc1 | 1% | -10% | 8% | 3% | -2% | 1% | ? | 0% | -2% | 0%
CCOC(=O)C1CCN(C(=O)c2cnn3c(C)cc(C)nc23)CC1 | 4% | -5% | 1% | 1% | -4% | 0% | 1% | 2% | 2% | -3%
COc1ccc(NC(=O)NC(c2ccccc2)c2ccccc2)c(OC)c1 | 7% | -9% | -1% | 6% | 2% | 1% | 6% | 1% | 0% | -5%
Cc1cccc(C(C)C)c1NC(=O)CSc1cccc[n+]1[O-] | 3% | . | . | 4% | . | . | . | . | 4% | 3%
COc1cc(CNc2ccc3[nH]c(=O)[nH]c3c2)ccc1OCc1c(F)cccc1Cl | -7% | -7% | -3% | 10% | -17% | -2% | 7% | -5% | -6% | 3%
Cc1ccc(CSc2nc3nc(C)cc(C)c3c(=O)[nH]2)cc1 | -1% | 20% | -1% | 3% | 9% | -16% | ? | -2% | -4% | -14%
CCc1ccc(NC(=O)CSc2nc(=O)n(CCN(C)C)c3c2CCCC3)cc1 | -9% | . | -6% | 0% | . | . | 6% | -5% | -9% | -21%
Cc1ccc(C(=O)NCc2ccccn2)o1 | 2% | ? | 2% | 0% | 7% | 2% | 5% | -1% | -7% | -1%

As entered above.
Reading of COc1ccc(C(=O)Nc2ccc(CN3CCCCC3)cc2)cc1 in Rab9 promoter act: 8%
Reading of Cc1ccc(C(=O)NCc2ccccn2)o1 in FLuc modulator: 5%

The listing continues:
SMILES | uPA surface inh | RORgamma inh | Rab9 promoter act | ELG1 genotoxic | Gal4-VP16 FLuc | MBNL1 CUG block | FLuc modulator | NPC1 prom act | p53 reactivator | BRCA1 expr act
CC(C)OC(=O)CSc1nnc(-c2ccco2)n1N | 2% | -11% | 0% | 0% | -5% | -9% | 3% | -2% | -2% | 0%
Cn1nc(C(=O)Nc2cccc(C(F)(F)F)c2)c2ccccc2c1=O | -4% | 22% | 4% | 3% | -11% | 8% | -13% | -5% | 1% | -28%
COc1cc(NC(=O)COc2ccccc2[N+](=O)[O-])ccc1NC(=O)c1cccs1 | 5% | 16% | 24% | ? | -4% | -1% | ? | 10% | -4% | 15%
Cc1cccc(C)c1OC(=O)CSc1nnc(-c2ccccc2O)o1 | . | ? | 0% | 0% | ? | 21% | 10% | 1% | -1% | -5%
CC(C)CC(=O)NC(c1ccccc1Cl)c1c(O)ccc2ccccc12 (stereo not given) | -17% | -5%[10 µM] | -19% | -9% | -13% | . | -7% | 0% | 2% | -89%
COc1ccc(C(=O)NCc2nnc(SCC(=O)Nc3cccc(OC)c3)o2)cc1 | -2% | 5% | -2% | 3% | -1% | -1% | ? | 2% | 0% | 11%
N#Cc1cnc2ncnn2c1-c1ccccc1 | 8% | 0% | 2% | 1% | -4% | 23% | 2% | -3% | 21% | -6%
CC(C)OC(=O)c1c(NC(=O)C2CC=CCC2C(=O)O)sc2c1CCCCC2 (stereo not given) | -9% | . | -7% | -3% | . | 14% | -1% | 6% | . | -14%
O=C1C=C(NCc2ccncc2)CC(c2ccccc2)C1 (stereo not given) | 8% | -10% | -7% | 1% | -11% | -8% | 3% | -3% | -3% | -5%
Cc1nc(C(=O)O)cc2c1[nH]c1ccccc12 | 3% | . | 1% | -10% | . | . | 4% | 0% | 1% | 6%
O=C(COc1ccc(Cl)cc1Br)Nc1ccncc1 | -2% | ? | 2% | ? | ? | -6% | 9.5µM* | ? | . | -27%
Cc1cc(/C=N/NC(=O)c2ccccn2)c(C)n1-c1cccc([N+](=O)[O-])c1 | -3% | 10% | 27% | 8% | -3% | ? | ? | 5% | 23% | 10µM*
Cc1cnc(CNC(=O)c2ccc3oc(C(C)C)nc3c2)[nH]1 | -11% | 23% | -7% | 1% | -3% | -13% | -11% | -1% | 8% | 19%
C=CCNC(=O)/C(=C\c1ccc(Br)cc1)NC(=O)c1ccccc1OC | 8% | 26% | -5% | -10% | -1%[10 µM] | 16% | 0% | -10% | -6% | -40%
CCOc1ncccc1C(=O)Nc1ccc(Cl)cc1 | -2% | -1% | 5% | -1% | 14% | 1% | -1% | ? | 19% | -30%
COc1ccc(NC(C)=[N+](C)CCNS(=O)(=O)c2ccc(Cl)cc2)cc1 | -2% | -4% | 3% | -5% | 3% | 5% | 3% | -1% | 29% | -21%
O=C(COC(=O)c1cc([N+](=O)[O-])ccc1NCc1ccccc1)NC1CCCCC1 | 10% | -8% | -1% | 7% | -3% | -22% | 0% | -2% | 4% | 9%
Cc1ccccc1NS(=O)(=O)c1ccc(OCC(=O)NCc2cccnc2)cc1 | -2% | 27% | 0% | 1% | -5% | ? | 6% | -2% | -10% | -13%
CCOC(=O)c1cc2c(nc1N)CC(C)(C)OC2 | -1% | ? | 11% | 15% | 23% | -24% | ? | 0% | ? | ?
COC(=O)[C@H](Cc1ccccc1)NC(=O)N1CC(C)OC(C)C1 (stereo not given in full) | 3% | -3% | -12% | 1% | -5% | 1% | 5% | 1% | -1% | -4%
Cc1cc(C(=O)N2CCCc3ccccc32)no1 | . | -20% | 1% | 0% | -1% | 3% | 2% | 1% | 2% | 2%
COc1ccccc1CNC(=O)C1CCN(S(=O)(=O)c2ccc3c(c2)CC(C)N3C(=O)C2CC2)CC1 (stereo not given) | 0% | 15% | -5% | -5% | 1% | -3% | 0% | -8% | -16% | -18%
CCc1nc(NCc2ccc3c(c2)OCO3)c2oc3ccccc3c2n1 | 3% | -25% | -11%[1.84 µM] | 2% | 3% | 0% | ? | -2% | 12% | -37%
CC(=O)c1c(C)[nH]c(-c2ccccc2)nc1=S | -2% | 3.2µM* | 1% | -2% | ? | . | 4% | 2% | 2% | 0%
CN(C)/C=C/C(=O)Oc1ccc(Cl)cc1Cl | -3% | 21% | -9% | 2% | 5% | -1% | ? | 4% | 15% | -12%
COc1ccc(OCCNC(=O)C(c2ccccc2)c2ccccc2)cc1 | 1% | 14% | -5% | -3% | -6% | -10% | -2% | -4% | -3% | -16%
CSc1nc2ccc(NS(=O)(=O)c3ccc(Cl)s3)cc2s1 | -6% | -3% | 1% | -3% | -2% | 4% | -10% | 2% | 4% | 1%
CCOc1cc(CO)c(Br)cc1OCC(=O)O | . | 29% | -1% | 2% | -2% | -6% | -8% | 2% | 0% | 0%
COc1ccc2c(c1)CCc1c(C(=O)N3CC4(C)CC3CC(C)(C)C4)noc1-2 (stereo not given) | -3% | -40% | -7% | -7% | ? | -4% | -2% | -2% | -3% | -39%
COc1cccc2c(=O)n(CC(=O)N3CCCCCC3)ccc12 | -13% | 34% | -1% | 12% | 3% | 1% | 3% | -1% | 5% | 3%
CCOC(=O)c1sc(N)nc1-c1ccccc1 | -4% | -7% | 0% | 5% | 4% | 20% | -1% | 0% | 1% | -21%
COc1ccc(C(=O)Nc2ccc(N3CCN(C)CC3)cc2)cc1OC | -4% | -9% | ? | ? | 3% | -11% | 17µM* | ? | ? | 2µM*
CC1(C)CC(CNCCC(c2ccc(F)cc2)c2ccco2)CCO1 (stereo not given) | 0% | 40% | -1% | -9% | -14% | -12% | -4% | -2% | 2% | -18%
C=CCN(CC=C)C(=S)NC(=O)/C=C/c1ccccc1 | -2% | 14µM* | 2% | -1% | -27% | -6% | -1% | 0% | -7% | -10%
Cc1ccc(Nc2cc(C)nc3nc(C)nn23)c(C)c1 | -24% | 22% | -7% | 1% | -6% | -14% | 4% | -4% | -1% | -4%
COC(=O)c1cc(NC(=O)CCc2c(C)nc3ncnn3c2C)cc(C(=O)OC)c1 | -4% | 10% | -8% | -1% | -9% | -1% | 8% | 1% | -5% | 6%
Cc1cc(N2CCCC2)nc2ccc(NC(=S)NC(C)C)cc12 | -5% | -37% | -8% | -3% | -3% | 3% | 3% | -3% | 2% | 53%
